High-throughput results from PubChem BioAssay.
CBFb-RUNX1 inh = inhibitors of human CBF-beta and RUNX1 interaction; 230,000 tested, under 10 active; Q01196+Q13951; AID 1477; Potency, µM (series often up to 59.8 µM), inactives show at the top dose activity, negative = inhibition, actives largely listed as inhibitors; AlphaScreen CBFb-His/RUNX1-biotin binding, biochemical; also: % of control where 0% means no effect
Target sequence (Q01196 whole entry, looked up): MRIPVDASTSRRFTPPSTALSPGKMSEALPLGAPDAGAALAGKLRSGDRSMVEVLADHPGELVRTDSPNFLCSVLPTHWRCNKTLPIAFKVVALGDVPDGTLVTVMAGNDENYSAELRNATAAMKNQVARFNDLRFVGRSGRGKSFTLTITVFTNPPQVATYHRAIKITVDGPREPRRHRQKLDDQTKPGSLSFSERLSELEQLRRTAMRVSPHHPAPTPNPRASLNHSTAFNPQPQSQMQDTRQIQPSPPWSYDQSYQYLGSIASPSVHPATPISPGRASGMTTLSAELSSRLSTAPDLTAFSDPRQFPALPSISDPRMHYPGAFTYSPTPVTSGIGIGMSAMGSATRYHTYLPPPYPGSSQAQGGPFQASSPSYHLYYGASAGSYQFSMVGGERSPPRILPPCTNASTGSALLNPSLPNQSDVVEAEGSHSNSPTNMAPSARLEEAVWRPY
Target sequence (Q13951 whole entry, looked up): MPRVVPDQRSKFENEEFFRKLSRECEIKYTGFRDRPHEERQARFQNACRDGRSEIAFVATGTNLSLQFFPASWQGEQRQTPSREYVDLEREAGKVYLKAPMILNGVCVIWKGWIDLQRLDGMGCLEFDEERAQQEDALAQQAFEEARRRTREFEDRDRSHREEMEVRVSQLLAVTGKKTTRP
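Read-out: AlphaScreen. Format: His-CBF-beta with biotinylated RUNX1 (30 nM each) preincubated 20 min, compound 15 min, Ni-chelate plus streptavidin beads 90 min; room temperature throughout.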
LMNA splice mod = modulators of lamin A splicing | Potency, µM (titrated, usually from 46.1 µM), without a hit: at the top dose ratio change, negative = inhibition, actives largely listed as inhibitors | 200,000 compounds, 0.01% hits | HeLa LMNA splicing GFP/RFP minigene ratio, 48 h; active = well fitted inhibition curve with a large enough effect in the signal ratio, with a control signal flat, not every such curve was filed as active; inconclusive = small, poorly fitted or top-dose-only effect, or effect the other way, or a change in a side signal; the % refers to the signal ratio; also: potency is read from the fitted curve at half-maximal effect; % is scaled to controls: 0 for no effect and ±100 for the full control effect
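S3 HeLa stable clones carrying a lamin A-EGFP splicing minigene plus DsRed2 were seeded at 600 cells/well in Opti-MEM with 2% FBS, pin-dosed and incubated 48 h at 37°C. Acumen cytometry (488 nm) gave the GFP/RFP total-intensity ratio.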
Epigenetic reg = epigenetic control regulation, reporter derepression. Potency, µM (doses to about 53.9 µM), for the others: top-dose GFP activation, hits mostly activators. murine LDR cells, GFP reporter derepression, 30 h. AID 1865. 280,000 compounds, 0.2% hits; also: potency is read from the fitted curve at half-maximal effect; % of control where 0% means no effect; nearly all actives have a fitted effect of over 60% in size
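Murine LDR cells carrying a silenced, genomically integrated CMV-driven GFP reporter were exposed to compound for 30 hours at 37 C. After PBS washes, GFP-positive cells (20–120 um objects) were counted by laser-scanning microplate cytometry.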
Luc counter = blocks Kinase-Glo luciferase, a counter-screen artifact; Potency, µM (doses to about 38.3 µM), without a hit: top-dose activity change, negative = inhibition, most hits filed as inhibitors; Q27757; Kinase-Glo luciferase, ATP luminescence, 8 min; 200,000 compounds, 0.28% hits; also: potency is read from the fitted curve at half-maximal effect; % is scaled to controls: 0 for no effect and ±100 for the full control effect; nearly all actives have a fitted effect of over 60% in size
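Substrate mix (final 50 mM imidazole pH 7.2, 50 mM KCl, 7 mM MgCl2, 10 uM ATP, 0.01% Tween 20, 0.05% BSA) plus pin-tool compound, then Kinase-Glo detection mix; 8 min ambient, luminescence read.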
NPSR antagonist = neuropeptide S receptor (human) antagonism, cAMP; Q6W5P4; CHO-NPSR cells, cAMP TR-FRET, antagonist mode; Potency, µM (titrated, usually from 38.3 µM), without a hit: top-dose activity change, negative = inhibition, actives largely listed as inhibitors; 220,000 compounds, 1% hits; also: potency is read from the fitted curve at half-maximal effect; % is scaled to controls: 0 for no effect and ±100 for the full control effect; nearly all actives have a fitted effect of over 50% in size; many of its hits are not listed in these tables
Target sequence (Q6W5P4 whole entry, looked up): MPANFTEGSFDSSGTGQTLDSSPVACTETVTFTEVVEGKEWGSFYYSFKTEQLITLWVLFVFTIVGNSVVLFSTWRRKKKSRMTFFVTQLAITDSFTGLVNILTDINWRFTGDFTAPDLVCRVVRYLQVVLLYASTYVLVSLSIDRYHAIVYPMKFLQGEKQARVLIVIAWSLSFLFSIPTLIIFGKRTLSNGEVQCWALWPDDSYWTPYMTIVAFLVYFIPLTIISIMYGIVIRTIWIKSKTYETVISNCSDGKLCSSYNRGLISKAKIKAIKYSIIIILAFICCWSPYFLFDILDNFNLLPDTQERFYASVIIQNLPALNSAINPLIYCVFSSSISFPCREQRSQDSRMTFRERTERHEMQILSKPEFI
aGal spleen mod = alpha-galactosidase A (human) modulation. P06280. human spleen homogenate, 4MU-alpha-Gal fluorescence, 40 min. Potency, µM (top dose mostly 80 µM), without a hit: top-dose activity change, negative = inhibition, hits mostly inhibitors. 240,000 compounds, 0.008% hits;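 also: potency is read from the fitted curve at half-maximal effect; 0% = enzyme with vehicle and -100% = no enzyme basal signal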
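Human spleen homogenate (1 ug) was the enzyme source, with 4-methylumbelliferyl-alpha-D-galactopyranoside (1 mM final) in pH 5.0 citrate buffer with 0.01% Tween-20. Compounds were titrated; after 40 min at 37C, NaOH/glycine stop, 4-MU fluorescence read; AC50 from Hill fits.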
IMPase Li inh = membrane-permeable IMPase blocker, potentiated with lithium; CHO-M1 cells, IP1 TR-FRET (IP-One), carbachol + lithium; Potency, µM (doses to about 59.4 µM), inactives show at the highest dose activity, negative = IMPase inhibition, hits mostly inhibitors; 210,000 compounds, 0.35% hits; AID 1457;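 also: IP1 builds up when IMPase is blocked and the TR-FRET signal falls; potency is read from the fitted curve at half-maximal effect; plate controls were basal vehicle for no effect and high inhibitor control for full effect; nearly all actives have a fitted effect of over 50% in size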
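CHO cells stably expressing M1 receptor (2000/well) were cultured 16–30 h, then exposed to compounds with a small lithium addition for 30 min at 37C. IP1 was measured by TR-FRET competition; AC50 from Hill fits.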
* = called active by the depositor; u = inconclusive; x = no result given; & = joins results of further samples; [ ] = another dose, or the depositor's remark. Unless noted, calls follow the shape of the dose curve; as a rule, active = well fitted curve in the direction sought with a large enough effect; inconclusive = small, poorly fitted or top-dose-only effect, or another doubt; inactive = no such curve, though single readings can be large; an effect the other way counts as inactive or inconclusive. The list is partial, so the mix of outcomes need not match the whole.

SMILES	CBFb-RUNX1 inh	LMNA splice mod	Epigenetic reg	Luc counter	NPSR antagonist	aGal spleen mod	IMPase Li inh
Cc1ccc(NC(=O)CCc2ccc(S(=O)(=O)N3CCOCC3)cc2)c(C)c1	-1%	6%	-5.4%	-1%	-1%[46.1 µM]	4%	22%[38.3 µM]
C(=Nc1ccc(N2CCOCC2)cc1)c1c[nH]c2ccccc12	x	x	2.2%	x	-4%	2%	x
COc1ccc(/C=N/N2CCN(C)CC2)c(OC)c1OC	23%	5%[46 µM]	7.6%	1%	8%	-2%	3%
Cc1nc2ccc(F)cc2cc1C(=O)Nc1ccc(Cl)c(Cl)c1	u	-7%	4.8%	2%	-19%	2%	5%
Cc1cccc(N(CC(=O)NC2CCCC2)C(=O)c2cc3cc4cccc(C)c4nc3s2)c1C	5%	7%	-1.3%	-2%	-25%[46.1 µM]	3%	2%[38.3 µM]
CCOC(=O)C1C(=O)C=C(c2ccc([N+](=O)[O-])cc2)CC1c1ccccc1 (configuration not stated)	u	u	-3.0%	4%	-19%[46.1 µM]	-5%	29%[38.3 µM]
O=C(NN1C(=O)c2ccccc2C1=O)c1ccncc1	15%	u	-0.1%	2%	6%	2%	-2%
COC(=O)[C@@]1(Cc2ccc(OC)cc2)[C@H]2c3cc(C(=O)N4CCCC4)n(CCN4CCNC4=O)c3C[C@H]2CN1C(=O)c1ccccc1	12%[2.36 µM]	7%	0.2%	-1%	-12%	-14%	6%
CCCCN(CC)C(=O)/C=C/c1cccc([N+](=O)[O-])c1	7%	13%	0.0%	-5%	-6%[46.1 µM]	12%	7%[38.3 µM]
Cn1c(-c2ccccc2)cnc1SCC(N)=O	2%	u	2.2%	1%	-10%[46.1 µM]	2%	-2%[38.3 µM]
CCC(C)NC(=O)c1ccc(NC(=O)C2CCCO2)cc1 (configuration not stated)	5%	9%	0.8%	-2%	0%[46.1 µM]	6%	5%[38.3 µM]
Cc1nc(NC2CCCCC2)c2nc(-c3ccccc3)n(C(C)CN(C)C)c2n1 (configuration not stated)	5%	x	0.7%	0%	x	0%	-6%
Cc1ccc(C(=O)CNc2cccc([N+](=O)[O-])c2)cc1	0%	x	0.0%	x	7%	-2%	-8%
Cc1ccc(/C=C/c2nnc(-c3ccccc3)o2)cc1	3%	15%	-1.2%	-14%	-29%[46.1 µM]	-12%	4%[38.3 µM]
CCn1c(SCc2ccccc2)nc2c(c1=O)SCC2	-7%	19%[46 µM]	-1.4%	7%	-33%	-3%	6%
CN(C1CCCCC1)S(=O)(=O)c1ccc2c(c1)c(=O)c(C(=O)NCCCN1CCCC1)cn2C	-2%	-21%	4.1%	-5%	-30%[46.1 µM]	4%	-24%[38.3 µM]
Cc1ccc(S(=O)(=O)NCCC(=O)Nc2nnc(C3CC3)s2)cc1C	3%	-16%	0.0%	1%	-14%[46.1 µM]	-5%	17%[38.3 µM]
Cc1cnc(C(=O)OCC(=O)Nc2ccc(Cl)cc2)cn1	2%	8%	0.0%	1%	-2%[46.1 µM]	-2%	-12%[38.3 µM]
CCCn1c(=O)c(Cc2ccccc2)c(O)c2ccccc21	-15%	u	-2.3%	9%	-6%[46.1 µM]	2%	u
Cc1ccc(NC(=O)c2ccc(CSc3nnc(-c4ccncc4)n3C)cc2)c(C)c1	0%	-2%	-0.2%	-4%	-10%[46.1 µM]	6%	3%[38.3 µM]
O=C(CC1SC(=NCCc2ccccc2)N(/N=C/c2cccs2)C1=O)Nc1ccc(Cl)cc1 (configuration not stated)	-14%	6%	2.1%	1%	-42%	8%	-13%
CCc1c(C)nc(SCC(=O)Nc2ccc(Br)cc2)[nH]c1=O	-1%	u	0.8%	-2%	-7%[46.1 µM]	3%	-8%[38.3 µM]
CN1CCN(c2nc3ccccc3nc2C(C#N)C(=O)OC2CCCCC2)CC1 (configuration not stated)	3%	-9%	-0.7%	1%	-23%[7.67 µM]	2%	25%[38.3 µM]
O=C(CCn1c(=O)oc2ccccc21)NCCCN1CCCC1=O	8%	-13%	1.3%	-2%	-7%[46.1 µM]	0%	8%[38.3 µM]
COc1ccc(N2CCN(C(=O)CCCSc3nc4ccccc4[nH]3)CC2)cc1	-8%	u	5.5%	4%	-6%[46.1 µM]	3%	2%[38.3 µM]
CCS(=O)(=O)NC(C)C(c1cccs1)N1CCN(c2ccc(OC)cc2)CC1 (configuration not stated)	-10%	19%[9.22 µM]	8.5%	5%	-5%	-11%	-5%
COc1ccc(C(=O)NCCSCc2ccccc2C)cc1	9%	4%	-1.1%	-2%	-13%[46.1 µM]	3%	-8%[38.3 µM]
CCOC(=O)C(=Cc1ccc(Br)cc1)C(=O)OCC	-2%	u	0.0%	x	u	-4%	x
Cc1cccc(-c2nnn(CC/C(N)=N/O)n2)c1	5%	8%	1.8%	-2%	8%[46.1 µM]	5%	5%
Cc1ccc(C(=O)NCCc2cccs2)cc1	-1%	x	4.6%	-15%	3%	-3%	3%
Cc1cc(C)n2nc3nc(N4CCCCC4)nc(-c4ccco4)c3c2n1	16%	-15%	3.6%	0%	-12%[46.1 µM]	2%	-17%
COc1ccc(CN2CCOCC2)cc1	1%	6%	-6.1%	5%	-1%[46.1 µM]	-3%	-11%[38.3 µM]
COc1ccc(-c2nnc(SCc3csc(N)n3)n2C)cc1	-2%	u	-8.5%	x	10%[46.1 µM]	-3%	x
C=CCn1c(=O)[nH]c2nc3cc(N=CN(C)C)c(C)cc3nc2c1=O	7%	x	-1.0%	x	-32%	-3%	x
COc1ccc(N(CC(=O)N2CCc3ccccc3C2)S(C)(=O)=O)cc1OC	1%	6%	1.4%	-3%	2%[46.1 µM]	6%	24%[38.3 µM]
CC(C)c1ccc(NC(=S)NCc2ccc3c(c2)OCO3)cc1	-24%	2%[46 µM]	3.9%	-3%	-5%	3%	18%
Cc1ccc(-c2[nH]c(-c3ccc(C(=O)O)cc3)nc2-c2ccccc2)cc1	-14%	7%	-0.9%	-3%	-37%	u	-4%
CC(N)C12CC3CC(C1)CC(C(C)N)(C3)C2 (configuration not stated)	11%	-8%	-1.1%	-1%	-10%[46.1 µM]	8%	8%[38.3 µM]
CC(C)(C)C(=O)Nc1ccccc1C(=O)N1CCCC1	1%	1%	2.3%	-2%	13%[46.1 µM]	-1%	7%
CCNc1nc(NCC)nc(SCCOc2ccc(C)cc2)n1	11%	u	1.1%	-2%	-18%	-12%	8%
O=C(NC1CCCCCC1)C(=S)NCc1ccccc1	1%	x	1.5%[10.1 µM]	4%	-33%	4%	7%
O=C(NCc1ccco1)C12CC3CC(C1)CC(C(=O)NCc1ccco1)(C3)C2	2%	-2%	-1.6%	-2%	-10%[46.1 µM]	8%	-2%[38.3 µM]
Cc1cccc(CSc2nc3c(c(=O)[nH]2)CCCC3)c1	1%	-2%	0.3%	3%	1%	3%	-5%
Cc1ccc(C(=O)/C=C/NCc2ccc(F)cc2)cc1	-8%	-8%	0.6%	0%	2%	u	13%
NC(=O)COc1ccc(=O)n(-c2ccccc2)n1	4%	3%	5.8%	-3%	u	-1%	-15%[38.3 µM]
Cc1nn(C(C)C(=O)O)c(C)c1[N+](=O)[O-] (configuration not stated)	3%	10%[46 µM]	0.4%	-2%	-24%	-2%	-7%
Cc1csc(-c2cnn(-c3ccccc3)c2NC(=O)c2ccccc2)n1	-9%	-9%	1.7%	-4%	-11%[46.1 µM]	6%	-6%[38.3 µM]
CCOc1cc(NC(=S)N2CCC(C(N)=O)CC2)c(C(=O)OC)cc1OCC	1%	x	0.2%	-1%	11%	-4%	-7%
Cc1ccc(Nc2ccc(C(F)(F)F)cc2[N+](=O)[O-])cc1	u	-9%	0.9%	1%	-21%	0%	7%
Cc1ccc(CNC(=O)CSCc2ccccc2F)cc1	13%	x	-0.1%	1%	6%	-11%	-4%
Cc1sc2nc(SCc3ccc(C(=O)O)cc3)n(Cc3ccco3)c(=O)c2c1C	-12%	x	-1.0%	x	-44%	4%	x
COc1ccc2[nH]c(=O)c(CN(CC3CCCO3)C(=O)Nc3ccccc3OC)cc2c1 (configuration not stated)	-5%	-23%	0.2%	12%	-10%[46.1 µM]	-1%	u
CCOC(=O)COc1nc(-c2ccco2)cc(-c2ccco2)c1C#N	-10%	x	u	x	-16%	6%	x
CC(C)NC(=O)C1CCN(C2CCN(C(=O)C3=CCCC3)CC2)CC1	8%	u	4.4%	0%	-18%	-11%	-1%
O=C(CCCOc1ccccc1)N1CCN(S(=O)(=O)c2cccs2)CC1	2%	-7%	-0.1%	-1%	-9%[46.1 µM]	-4%	30%[38.3 µM]
COc1ccc(C(C)n2c(C)c3c(C)nnc(C)c3c2C)cc1 (configuration not stated)	2%	u	0.8%&1.5%	0%	-17%[46.1 µM]	7%	31%[activator][38.3 µM]
Cc1cccc(C)c1-n1c(C)cc(/C=N\NC(=O)CC(=O)NC2CCCCC2)c1C	-10%	3%	-1.1%	1%	-8%	2%	4%
CC(C)n1nnnc1SCC(=O)c1ccc2c(c1)OCCO2	6%	5%	-2.8%	0%	-8%[46.1 µM]	2%	-8%[38.3 µM]
CCn1cc(C(=O)N2CCN(c3ccc(OC)cc3)CC2)c2cc(OC)c(OC)cc2c1=O	-8%	u	0.0%&-1.0%	0%	11%	-2%	-5%
COc1cc2nc(CN3CCN(C(c4ccccc4)c4ccccc4)CC3)[nH]c(=O)c2cc1OC	8%	x	-1.1%	x	-11%	2%	x
Other structures.
SMILES	CBFb-RUNX1 inh	LMNA splice mod	Epigenetic reg	Luc counter	NPSR antagonist	aGal spleen mod	IMPase Li inh
O=C(O)c1ccnc(Cl)c1	-2%	-12%	-0.9%	0%	21%	6%	2%
COc1cc(S(=O)(=O)Nc2ccc(Br)cc2)ccc1N	18%	x	7.5%	x	-14%	-1%	4%
O=C(NCc1ccco1)c1scc2c1OCCO2	-4%	4%	-2.0%	-10%	-12%[46.1 µM]	1%	11%[38.3 µM]
Cc1cc(O)c(-c2cc(C(=O)Nc3cccnc3)[nH]n2)cc1C	10%	x	4.0%	x	-11%	-1%	x

Compounds shown so far that contain a cyano group, in the order listed:
SMILES	CBFb-RUNX1 inh	LMNA splice mod	Epigenetic reg	Luc counter	NPSR antagonist	aGal spleen mod	IMPase Li inh
CN1CCN(c2nc3ccccc3nc2C(C#N)C(=O)OC2CCCCC2)CC1 (configuration not stated)	3%	-9%	-0.7%	1%	-23%[7.67 µM]	2%	25%[38.3 µM]
CCOC(=O)COc1nc(-c2ccco2)cc(-c2ccco2)c1C#N	-10%	x	u	x	-16%	6%	x
